Giardia kill – kills Giardia lamblia; Giardia lamblia trophozoite viability; activity change, % at 7.66 µM, hits read low; actives 0.15% (n = 340,000); in the data active means activity change below about -80%; inconclusive means between about -30% and that limit;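 further: parasites exposed to compound for two days anaerobically before the ATP read; on the % scale 0 is the no-effect control and ±100 the full control effect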
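Viability, read as ATP luminescence: trophozoites at 100 cells/well, compound added, 48 hrs anaerobic at 37 deg C, then 15-30 min room-temperature development before reading.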
GALK inh – inhibitors of human galactokinase. P51570. Purified GALK, Kinase-Glo residual ATP luminescence. Potency, µM (highest dose often 57.5 µM), inactives show at the highest dose activity change, negative = inhibition, actives largely listed as inhibitors. actives 0.007% (n = 270,000); further: potency means the concentration at half of the fitted maximal effect; on the % scale 0 is the no-effect control and ±100 the full control effect
Target sequence (P51570 whole entry, looked up): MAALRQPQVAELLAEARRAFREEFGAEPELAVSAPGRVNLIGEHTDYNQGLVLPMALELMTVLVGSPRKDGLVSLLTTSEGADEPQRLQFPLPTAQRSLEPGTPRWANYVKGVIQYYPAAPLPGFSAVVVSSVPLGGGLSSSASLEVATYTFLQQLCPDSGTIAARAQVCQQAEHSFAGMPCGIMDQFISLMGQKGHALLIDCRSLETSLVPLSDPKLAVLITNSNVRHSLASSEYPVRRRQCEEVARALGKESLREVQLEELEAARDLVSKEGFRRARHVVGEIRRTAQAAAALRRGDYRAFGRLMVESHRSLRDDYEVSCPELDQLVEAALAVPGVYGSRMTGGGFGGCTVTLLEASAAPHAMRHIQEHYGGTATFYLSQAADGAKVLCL
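ATP-depletion format; final 35 uM ATP, 100 uM D-galactose, 5 nM enzyme; pH 8.0 HEPES/Mg2+ buffer; 60 min RT; luminescence read 10 min after detection reagent.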
B2AR arrestin – recruits beta-arrestin to the human beta2-adrenergic receptor | beta-arrestin recruitment to beta2AR, cell-based reporter | Potency, µM (doses to about 46.1 µM), inactives show at the highest dose activation, most hits filed as activators | actives 0.02% (n = 330,000) | AID 492947;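 further: potency means the concentration at half of the fitted maximal effect; 0% = DMSO controls and full agonism = EC100 isoproterenol or metaproterenol; nearly all actives have a fitted effect of over 65% in size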
BCR signal inh – chronic active BCR signaling inhibition | ABC-DLBCL IkBa-CBG/CBR reporter, luminescence ratio, 4 h | Potency, µM (series often up to 46.1 µM), for the others: at the highest dose ratio change, negative = lower green/red ratio, most hits filed as inhibitors | actives 0.05% (n = 340,000) | AID 493014; active means well fitted inhibition curve with a large enough effect in the signal ratio, with a control signal flat, not every such curve was filed as active; inconclusive means small, poorly fitted or top-dose-only effect, or effect the other way, or a change in a side signal; the % refers to the signal ratio;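 further: potency means the concentration at half of the fitted maximal effect; plate controls were basal doxycycline-induced cells for no effect and cells given 10 µM MG132 for full effect; MG132 reads +100%, hits lower the ratio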
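Compounds up to 46 uM were incubated four hours with TMD8 cells whose green CBG68 luciferase is fused to IkappaBalpha; red CBR luminescence normalised the signal, and concentration-effect curves were fitted to fusion, red and ratio data.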
ASM inhibitor – human S-ASM enzyme inhibition; Potency, µM (top dose mostly 57.5 µM), inactives show at the top dose activity change, negative = inhibition, hits mostly inhibitors; actives 0.006% (n = 340,000); placental ASM, HMU-PC fluorogenic substrate, 60 min; AID 504937; further: potency means the concentration at half of the fitted maximal effect
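qHTS format. ASM enzyme prepared from human placenta hydrolyses the fluorogenic substrate HMU-PC0 (9 uM final) over 60 min at 37 °C after a 10 min compound preincubation.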
FBPA coupling cs – counter-screen for Giardia aldolase inhibitors: coupling enzyme system. coupling enzyme system counterscreen, AmpLite Red fluorescence. AID 2472. actives 0.67% (n = 290,000). activity change, negative = inhibition, % at 58.2 µM, hits read low; in the data active means activity change below about -30%; further: on the % scale 0 is the no-effect control and ±100 the full control effect
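First, compound is pin-transferred into glyceraldehyde-3-phosphate coupling-enzyme reagent at 57.5 uM final and held 10 min at RT. Next, substrate, coupling system and AmpLite Red are added. After 20 min RT, fluorescence (525/598 nm) is read.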
Menin MLL FP TR – displaces Texas Red mutant MLL peptide from human menin; O00255; Menin + Texas Red MLL mutant peptide, fluorescence polarization; Potency, µM (titrated, usually from 61.6 µM), without a hit: at the highest dose FP activity change, negative = inhibition, most hits filed as inhibitors; actives 0.23% (n = 270,000); AID 1768; active means well fitted inhibition curve with a large enough effect in the polarisation, with a control signal flat, not every such curve was filed as active; inconclusive means small, poorly fitted or top-dose-only effect, or effect the other way, or a change in a side signal; inactive means no such curve, though single readings can be large or run the other way; the % refers to the polarisation; further: potency means the concentration at half of the fitted maximal effect; % of control where 0% means no effect; many of its hits are not listed in these tables
PTAP TSG101 blk – blocks PTAP/TSG101 interaction to inhibit HIV-1 budding; Fluorescence polarization, FITC-PTAP peptide / Tsg101 binding; Potency, µM (doses to about 115 µM), for the others: top-dose activity change, negative = inhibition, actives largely listed as inhibitors; 340,000 tested, under 10 active; active means well fitted inhibition curve with a large enough effect in the main read-out, with a control signal flat, not every such curve was filed as active; inconclusive means small, poorly fitted or top-dose-only effect, or effect the other way, or a change in a side signal; inactive means no such curve, though single readings can be large or run the other way; further: potency means the concentration at half of the fitted maximal effect; % of control where 0% means no effect
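Fluorescence polarization binding of Tsg101 binding domain (10 uM final) to FITC-labeled PTAP peptide (50 nM final) in HEPES pH 7.5 buffer with NaCl, Tween 20, EDTA, TCEP. Compounds added before peptide; binding 20 min at RT.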
Integrin act MD – activators of alpha7 integrin expression for muscular dystrophy | alpha7betagal myoblasts, beta-gal FDG fluorescence, 48 h | Potency, µM (top dose mostly 38.3 µM), inactives show top-dose activation, actives largely listed as activators | actives 0.064% (n = 350,000);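 further: potency means the concentration at half of the fitted maximal effect; 100% = response of the positive control SU9516; nearly all actives have a fitted effect of over 60% in size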
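alpha7betagal+/- myoblasts (passage 13, 250/well) treated 48 h at 37C with compounds at 1:260 dilution of DMSO stock. Lysed, then beta-galactosidase activity read as FDG fluorescence (ex 480/em 540) after 30 min, with pre-read for autofluorescence.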
PKM2 activator – PKM2 (human) enzyme activation; Potency, µM (top dose mostly 57.5 µM), for the others: at the highest dose activation, most hits filed as activators; purified PKM2, Kinase-Glo ATP luminescence, activation; response scale: 0% is enzyme alone, no compound; actives 0.34% (n = 260,000); AID 1631; further: potency means the concentration at half of the fitted maximal effect; on the % scale 0 is the no-effect control and ±100 the full control effect; nearly all actives have a fitted effect of over 55% in size
Target sequence (P14618 whole entry, looked up): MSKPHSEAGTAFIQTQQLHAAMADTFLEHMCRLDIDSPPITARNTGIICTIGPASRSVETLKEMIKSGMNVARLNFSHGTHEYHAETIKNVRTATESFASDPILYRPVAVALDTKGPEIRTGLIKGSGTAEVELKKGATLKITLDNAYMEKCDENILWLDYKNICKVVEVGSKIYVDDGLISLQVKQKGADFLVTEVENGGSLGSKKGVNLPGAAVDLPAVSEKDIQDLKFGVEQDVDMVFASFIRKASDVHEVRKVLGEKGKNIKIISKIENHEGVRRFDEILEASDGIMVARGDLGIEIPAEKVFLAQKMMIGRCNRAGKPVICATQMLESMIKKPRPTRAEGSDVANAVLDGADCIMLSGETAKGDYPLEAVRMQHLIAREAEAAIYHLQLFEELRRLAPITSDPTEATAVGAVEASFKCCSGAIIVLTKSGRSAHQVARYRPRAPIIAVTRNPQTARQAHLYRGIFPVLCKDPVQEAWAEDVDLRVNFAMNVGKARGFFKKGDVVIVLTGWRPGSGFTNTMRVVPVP
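ATP formation by purified human PK-M2, quantified via coupled luciferase luminescence after 1 h at room temperature with 0.1 mM ADP and 0.5 mM PEP final.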
Tb PFK inh – blocks T. brucei phosphofructokinase | O15648 | T. brucei PFK, ADP-Glo luminescence | Potency, µM (series often up to 57.5 µM), for inactives: top-dose activity, negative = inhibition, most hits filed as inhibitors | actives 0.17% (n = 330,000);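 further: potency means the concentration at half of the fitted maximal effect; 0% = uninhibited 1x PFK enzyme wells and -100% = no-enzyme wells; nearly all actives have a fitted effect of over 60% in size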
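Activity is normalized to no-enzyme wells (full inhibition) and 1.25 nM enzyme wells (no inhibition). Reaction: 0.5 mM F6P, 0.1 mM ATP, 45 min RT, ADP-Glo luminescence; concentration-response curves fitted and classed by quality.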
Active calls of the source: *; u = inconclusive; x = not tested or not shown; & = joins results of further samples; [ ] = dose if it differs, or a comment. Unless noted, the call rests on the fitted dose curve; in most records, active means well fitted curve in the direction sought with a large enough effect; inconclusive means small, poorly fitted or top-dose-only effect, or another doubt; inactive means no such curve, though single readings can be large; an effect the other way counts as inactive or inconclusive.

SMILES	Giardia kill	GALK inh	B2AR arrestin	BCR signal inh	ASM inhibitor	FBPA coupling cs	Menin MLL FP TR	PTAP TSG101 blk	Integrin act MD	PKM2 activator	Tb PFK inh
Cc1ccc(S(=O)(=O)C2(C(=O)N3CCCCC3C)CC2)cc1 (centres undefined)	4	0%	-0.1%	2%	-2%	0	-20%	0%	9%	-1%	-10%
N#Cc1c(Nc2ccccc2)c(/C=N/NCCO)c[nH]c1=O	-6	-1%	-0.1%	2%	1%	1	-15%	-3%	-33%	0%	1%
COc1cc(CN2CCC(C)CC2)ccc1OCc1ccccc1	-5	-3%	0.5%	4%	-3%	3	0%	1%	-53%[inhibitor]	-1%	1%
O=C(O)CC1S/C(=N/N=C/C=C/c2ccccc2[N+](=O)[O-])NC1=O (centres undefined)	-3	2%	0.1%	2%	-7%	-1	14%	-4%	9%	-9%	u
O=C(Nc1nc2ccccc2s1)c1cccc(S(=O)(=O)N2CCc3ccccc32)c1	1	-1%	0.1%	8%	-4%	1	x	1%	-19%	0%	5%
Cc1ccc(OCC(O)CNC2CCCC2)c(C)c1 (centres undefined)	3	3%	-0.1%	4%	-1%	1	-10%	-1%	-26%	0%	-5%
COc1ccc(NC(=O)c2cnc(SC)n2-c2ccc(F)cc2)c(OC)c1	26	9%	-1.0%	-16%	4%	-1	-3%	-1%	-11%	-1%	0%
C[C@]12CCC(=O)C=C1CC[C@@H]1[C@@H]2C(=O)C[C@@]2(C)[C@H]1CC[C@]2(O)C(=O)CO	12	5%	-0.3%	u	4%	1	6%&12%	0%	x	4%	-3%
O=C(Cc1ccc(Cl)cc1)NNS(=O)(=O)c1ccc([N+](=O)[O-])cc1	3	0%	0.4%	1%	0%	5	-18%	-6%	33%	-6%	0%
CCN(CC)c1ccc(NC(=O)c2cccnc2)cc1	-7	0%	x	x	-2%	0	14%	2%	7%	-12%	x
Cc1cc(C)cc(N(C(=O)CNC(=O)c2cccs2)C(C(=O)NC2CCCC2)c2cccnc2)c1 (centres undefined)	-14	-3%	-0.2%	-9%	-1%	3	x	-11%	-4%	17%	-1%
O=C(Cn1nc(C(F)F)cc1C(F)F)N/N=C/c1ccc2c(c1)OCO2	-6	-2%	-0.5%	-13%	-1%	0	x	0%	2%	-6%	3%
N#Cc1nc(COc2ccc(F)cc2)oc1N1CCC(Cc2ccccc2)CC1	-12	0%	-0.4%	0%	-4%	2	-1%	-1%	19%[7.66 µM]	3%	1%
O=C(CCn1c(=S)oc2ccccc21)Nc1ccccc1Br	9	2%	0.2%	5%	1%	1	u	-4%	4%	x	-2%
COc1ccc(S(=O)(=O)N[C@H](C(=O)O)C(C)C)cc1	42[activator]	1%	-0.2%	-2%	2%	0	0%	1%	28%	-1%	0%
O=c1c2oc3ccccc3c2ncn1Cc1ccc(Cl)cc1	-10	5%	-0.6%	-8%	-7%	3	u	0%	-2%	-3%	0%
CCOC(=O)N(CC)OC(=O)Nc1ccc(Cl)cc1	5	0%	-0.5%	u	0%	1	12%	-3%	9%	0%	-10%
Cc1nc(C)c(C(=O)C2=C(O)C(=O)N(CCN(C)C)C2c2ccccc2)s1 (centres undefined)	1	-3%	-0.1%	u	0%	-2	-15%	-2%	-7%	-17%	-8%
CCCc1cc(=O)[nH]c(SCC(=O)N(C)CC(=O)Nc2ccc(F)cc2)n1	-5	x	11%	-2%	2%	x	x	-3%	-34%	x	-1%
COc1ccccc1CNC(=O)c1cccc(S(=O)(=O)N2CCCC2)c1	9	x	0.1%	-3%	7%	x	x	-2%	16%	x	-7%
COc1cc(N(C)C)c(NC(C)=O)cc1C(=O)O	17	2%	-0.8%	2%	2%	-2	-13%	-5%	19%	1%	-10%
CCOc1ccc(NC(=O)c2nnn(CC(=O)Nc3ccccc3OCC)c2N)cc1	-11	0%	-1.5%	-1%	-1%	1	9%	-4%	7%	-5%	0%
CC(C)(C)c1ccc(C(=O)NNc2cc(N3CCCCC3)nc(N3CCCCC3)n2)cc1	-5	0%	-0.2%	5%	-7%	-8	-5%	-3%	10%	1%	-2%
CC(C)Sc1cc(N2CCCC2)nc(-c2ccccc2)n1	-4	-1%	u	4%	-8%	2	8%	0%	-25%	-2%	7%
COc1ccc(CN2C(=O)C(CC(C)C)Nc3ncnc(N4CCN(c5ccccc5)CC4)c32)cc1 (centres undefined)	-11	x	-0.1%	-2%	3%	x	x	1%	-12%	x	-10%
Cc1ccccc1OCC(=O)Nc1c2c(nn1C(C)(C)C)CS(=O)(=O)C2	11	5%	-0.1%	0%	4%	x	x	-4%	0%	-5%	-7%
CCN(CC)S(=O)(=O)c1cc(C(=O)NCCN2CCOCC2)ccc1Cl	32[activator]	8%	-0.6%	u	10%	0	5%	1%	-18%	-3%	-14%
COc1cc(C=O)ccc1OS(=O)(=O)c1ccccc1[N+](=O)[O-]	-8	1%	-0.7%	2%	1%	-8	u	-3%	-14%	20%	6%
c1ccc(CCNc2nc(-c3ccncc3)cs2)cc1	29	9%	-0.7%	u	3%	0	-1%	-3%	0%	-1%	1%
CCN(C[C@H]1N[C@@](CC)(C(=O)OC)[C@H]2C(=O)N(Cc3ccccc3)C(=O)[C@@H]12)C(=O)Nc1ccc(Cl)cc1	12	x	-1.2%	2%	-3%	x	x	-5%	-5%	x	3%
CCCCC[C@@H]1C=C(C(=O)O)[C@H](c2ccc3c(c2)OCO3)N1S(=O)(=O)c1ccc(C)cc1	1	x	0.6%	2%	15%	x	x	-8%	-2%	x	3%
Cc1ccc(NS(=O)(=O)c2ccc(NC(=O)CN(c3cc([N+](=O)[O-])ccc3C)S(C)(=O)=O)cc2)c(C)c1	-18	x	-0.2%	9%	-18%	-1	u	-2%	-63%[inhibitor]	14%	2%
CCc1cccc2c(C(=S)N3CCOCC3)c[nH]c12	9	-2%	-0.1%	-6%	1%	3	9%	-3%	-3%	-3%	-1%
Cc1ccccc1N1C(=O)C(Oc2ccc(Cl)cc2)C1CNCC1CCCO1 (centres undefined)	4	11%	0.3%	-3%	-3%	1	u	0%	-7%	-2%	1%
CCNc1nc(NC(C)C)nc(Oc2ccc(OCc3ccccc3)nn2)n1	-21	1%	-0.4%	-11%	1%	0	3%	-1%	3%	2%	-1%
CCN(CC(=O)NCc1ccc(F)cc1)C(=O)/C=C/c1ccco1	0	1%	-0.3%	-1%	6%	-40*	-3%	1%	-16%	13µM*	u
O=C(CS(=O)(=O)Cc1ccccc1)Nc1ccccn1	7	-4%	-0.6%	-23%	-1%	-2	-6%	-2%	-12%	-4%	0%
COc1ccc(C(=O)CSc2nc(-c3ccccn3)nc(C)c2Cl)cc1	-20	x	0.4%	-9%	-1%	4	x	-3%	-5%	1%	2%
O=C(O)c1ccc(CNCc2ccc(Cl)cc2Cl)cc1	-8	-6%	-0.2%	u	1%	3	-14%	2%	10%	-5%	2%
CCCCNC(=O)c1ccc(Cn2c(=S)[nH]c3c([nH]c4ccc(OC)cc43)c2=O)cc1	0	0%	-0.2%	-17%	14%	3	-11%	-4%	-52%[inhibitor]	0%	11%
Nc1nc(SCc2cccc(Br)c2)n[nH]1	-10	-4%	0.3%	-2%	6%	1	2%	-2%	-12%	1%	-16%
CCN1CCN(Cc2ccc(NC(=O)c3cc(NC(=O)c4cc(-c5ccc(OC)cc5)n[nH]4)cc(OC)c3)cc2C(F)(F)F)CC1	-13	-1%	-0.7%	u	u	0	x	-9%	-49%[inhibitor]	3%	5%
Cn1c(SCC(=O)N2CCCc3ccccc32)nc2cccnc21	-24	-1%	0.1%	u	2%	0	-1%	-2%	-40%	3%	-1%
Cc1ccc(NC(=O)Cn2c(=O)n(CCCC(=O)NCc3ccco3)c(=O)c3ccccc32)cc1	3	-2%	-0.3%	2%	0%	3	u	-7%	0%	-3%	-1%
CCN(CC)S(=O)(=O)c1ccc(N2CCOCC2)c(NC(=O)C2=COCCO2)c1	-4	3%	0.0%	-8%	4%	x	x	-1%	-9%	0%	2%
CCCC1C2C(=O)N(c3ccc(OC)cc3)C(=O)C2ON1c1ccccc1 (centres undefined)	12	2%	-0.1%	2%	0%	1	8%	-5%	0%	-3%	0%
CCc1ccccc1NC(=S)Nn1cnnc1	x	-9%	-0.2%	3%	x	x	x	x	x	-10%	1%
COC(=O)/C=C/C(=O)Nc1ccc(O)c(Cl)c1	10	x	-0.3%	u	-1%	0	0%	1%	-44%	3%	12%
CC(=O)c1cccc(CN2CCCC(C(=O)c3ccc4c(c3)OCO4)C2)c1 (centres undefined)	0	4%	-0.6%	-15%	-1%	1	-22%	0%	9%	-8%	-5%

Source: PubChem (National Center for Advancing Translational Sciences (NCATS))

These rows are one share of the data; count on the stated rates, not on these rows.
